Source: PubChem BioAssay
GLD-1 TGE inh: GLD-1-TGE RNA interaction inhibition (C. elegans); purified GLD-1 + fluorescein TGE RNA, fluorescence polarization; AID 2280; inhibition, % at 5.96 µM; Q17339; 320,000 tested, 0.44% active;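 active = percent inhibition above a per-plate cutoff, the plate mean of test compounds plus 3 SD, cut at about 30% in these data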;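 note: 0% = DMSO wells with GLD-1 and probe and 100% = wells lacking GLD-1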
TPT1 inhibitor: inhibitors of Candida albicans tRNA 2'-phosphotransferase TPT1 | 300,000 tested, 0.81% active | AID 1962 | inhibition, % at 5 µM | recombinant caTPT1, FP RNA substrate dephosphorylation;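 active = inhibition above the mean of all tested compounds plus 3 SD, set per screening campaign, cut at about 24% in these data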;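 note: plate controls were DMSO alone for no effect and ferristatin control at 100 nM for full effect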
BCLXL inh: Bcl-xL (human) inhibition | AID 2129 | Q07817 | 320,000 tested, 0.7% active | inhibition, % at 10.9 µM | GST-Bcl-xL / FITC-Bim BH3 peptide fluorescence polarization;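 active = inhibition above the mean of all tested compounds plus 3 SD, cutoff set per campaign, cut at about 30% in these data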;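 note: 0% = DMSO wells and 100% = unlabeled Bim-BH3 peptide competitor; inhibitors lower millipolarization by displacing the labeled peptide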
Target sequence (Q07817 whole entry, looked up): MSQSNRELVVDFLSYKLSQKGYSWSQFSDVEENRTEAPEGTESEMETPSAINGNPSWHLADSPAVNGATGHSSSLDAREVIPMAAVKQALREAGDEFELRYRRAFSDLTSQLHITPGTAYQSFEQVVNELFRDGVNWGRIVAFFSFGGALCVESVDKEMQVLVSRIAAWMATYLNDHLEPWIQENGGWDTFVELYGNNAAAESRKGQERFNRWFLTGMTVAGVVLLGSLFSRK
PME-1 primary: PME-1 (human) inhibition. AID 2130. Q9Y570. recombinant PME-1, FP-Rh probe fluorescence polarization. 320,000 tested, 0.53% active. inhibition, % at 5.9 µM;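 active = inhibition above the campaign mean of all compounds plus 3 SD, cut at about 26% in these data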;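 note: competitive labeling of PME-1 active site by serine hydrolase directed probe; 0% = PME-1 with DMSO and 100% = wells lacking PME-1 enzyme; inhibitors block probe labeling so polarization falls and inhibition rises; many of its hits are not listed in these tables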
Target sequence (Q9Y570 whole entry, looked up): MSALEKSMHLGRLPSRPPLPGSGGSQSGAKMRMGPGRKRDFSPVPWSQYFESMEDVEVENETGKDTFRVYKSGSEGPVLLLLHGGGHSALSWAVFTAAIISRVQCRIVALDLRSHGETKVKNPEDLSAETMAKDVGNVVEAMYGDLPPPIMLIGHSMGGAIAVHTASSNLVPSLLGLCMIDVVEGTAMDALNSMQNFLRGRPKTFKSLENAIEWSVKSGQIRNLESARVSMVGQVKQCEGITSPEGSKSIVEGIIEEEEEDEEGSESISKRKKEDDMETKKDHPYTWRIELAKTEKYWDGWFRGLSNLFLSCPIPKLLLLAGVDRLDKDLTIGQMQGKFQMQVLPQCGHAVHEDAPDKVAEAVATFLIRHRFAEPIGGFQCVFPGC
Fam108B counter: Fam108B inhibition, counter-screen for RBBP9 inhibitors; AID 1947; 300,000 tested, 0.33% active; recombinant Fam108B, FP-Rh probe fluorescence polarization; inhibition, % at 9.51 µM;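 active = inhibition above the screen mean inhibition plus 3 SD, computed separately per campaign, cut at about 18% in these data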;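 note: inhibitors lower polarization as less probe binds the enzyme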
MCL1 BIM primary: MCL1-BIM-BH3 interaction inhibition (human). Q07820. GST-MCL1 / FITC-Bim-BH3 fluorescence polarization. inhibition, % at 10.9 µM. 320,000 tested, 0.68% active;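 active = inhibition above the mean inhibition of all tested compounds plus 3 SD, set per campaign, cut at about 40% in these data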;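 note: 0% = DMSO wells and 100% = unlabeled Bim-BH3 peptide control; higher means more loss of mP so more displacement of Bim peptide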
MEX-5 binding: C. elegans MEX-5 TCR-2 RNA binding activity; Q9XUB2; 300,000 tested, 0.38% active; activity score (negative = inhibition of binding), % at 10 µM; MEX-5/FITC-TCR2 RNA binding, fluorescence polarization; hits give low values;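 active = inhibition past about -25% in most replicates, and total fluorescence under double the plate's negative control median, limit read from the data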;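 note: 0% = DMSO and -100% = 5 µM competing unlabeled TCR2 RNA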
PAD4 FP inh: blocks human protein arginine deiminase 4; Q9UM07; recombinant PAD4, RCA probe fluorescence polarization; inhibition, % at 6.36 µM; 330,000 tested, 0.41% active;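 active = percent inhibition above a cutoff equal to the mean of all tested compounds plus 3 SD, cut at about 15% in these data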;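 note: 0% = PAD4 with RCA probe and DMSO and 100% = probe without PAD4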
GSTO1 inh: GSTO1 inhibition, counter-screen for RBBP9 inhibitors. 300,000 tested, 1.1% active. inhibition, % at 5.96 µM. P78417. AID 1974. recombinant GSTO1, activity-based probe fluorescence polarization;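 active = inhibition above the campaign mean inhibition plus 3 SD, cut at about 35% in these data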;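 note: 0% = GSTO1-1 with DMSO and 100% = wells lacking GSTO1-1 enzyme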
Target sequence (P78417 whole entry, looked up): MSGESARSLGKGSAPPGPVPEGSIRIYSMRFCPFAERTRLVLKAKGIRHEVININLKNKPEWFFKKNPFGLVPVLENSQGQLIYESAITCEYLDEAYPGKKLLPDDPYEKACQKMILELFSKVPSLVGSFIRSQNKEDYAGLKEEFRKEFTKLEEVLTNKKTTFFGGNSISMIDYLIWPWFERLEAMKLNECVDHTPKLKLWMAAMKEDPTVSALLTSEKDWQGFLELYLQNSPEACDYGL
An asterisk follows results filed as active; x = no result given. Not all compounds are listed (hit frequency here may not be typical).

Each structure is followed by: GLD-1 TGE inh	TPT1 inhibitor	BCLXL inh	PME-1 primary	Fam108B counter	MCL1 BIM primary	MEX-5 binding	PAD4 FP inh	GSTO1 inh
> O=C1COc2ccc(S(=O)(=O)N3CCN(c4ccccc4F)CC3)cc2N1
    2	-5	-1	4	-2	6	2.0	-2	4
> CCOC(=O)c1sc(NC(=O)COc2ncnc3ccccc23)c(C(=O)OCC)c1C
    3	0	0	-7	-2	4	-2.0	-2	-2
> CC(C)(C)CC(=O)NC(=S)Nc1ccccc1C(F)(F)F
    6	-2	3	0	-1	3	0.3	1	3
> C=CCNC(=O)c1ccc2nc(Cc3ccc(OC)cc3)oc2c1
    10	-3	-2	-2	-4	-1	0.8	-2	2
> O=C(COC(=O)c1ccc(Cl)c(Cl)c1)NC1CCCC1
    4	-4	3	-4	-2	-6	2.5	2	-2
> S=C(Nc1ccccc1Cl)N1CCCCCC1
    0	-2	2	3	-3	9	0.8	-1	8
> COc1ccc(C2=NN(CN3C(=O)C(=O)c4ccccc43)C(c3cccc([N+](=O)[O-])c3)C2)cc1 (configuration not stated)
    -6	2	4	5	-3	1	0.9	3	20
> O=C(O)c1ccc(Cl)c(S(=O)(=O)NCc2ccco2)c1
    7	1	6	1	0	10	-2.5	2	2
> O=C(NC1CCCCC1)C(c1ccccc1)N(C(=O)c1cccs1)c1ccc2c(c1)OCO2 (configuration not stated)
    2	-2	8	-5	-5	-5	0.3	2	-1
> C=C(C)CN(CC)C(=O)CN1C(=O)NC(C)(c2ccc3ccccc3c2)C1=O (configuration not stated)
    5	0	-2	4	1	-8	-1.9	1	9
> Oc1ccc(C2N=C(c3ccccc3)NC(c3ccccc3)=N2)cc1
    -6	0	7	-3	-5	13	x	1	1
> CCN(CC)CCCN1C(=O)C(=O)/C(=C(/O)c2ccc(Cl)cc2)C1c1ccccn1 (configuration not stated)
    -6	-3	-5	0	-2	-9	-0.5	2	2
> CN(C(=O)Cn1c(Cl)nc2c1c(=O)n(C)c(=O)n2C)C1CCS(=O)(=O)C1 (configuration not stated)
    -1	0	-18	5	2	-6	1.6	1	6
> O=C1NC2(CCC3(CC2)OCCO3)NN1c1ccc(Cl)cc1
    4	-3	10	9	-2	14	-0.2	-9	1
> O=C(c1ccc(CS(=O)(=O)c2cccc(C(F)(F)F)c2)o1)N1CCN(c2ccccn2)CC1
    1	-1	4	0	1	3	-0.2	-1	5
> CCn1c(CNc2ccc(F)cc2)nnc1SCC(=O)Nc1ccccc1OC
    1	-3	-4	2	1	-7	1.2	0	3
> O=C(NCc1ccccc1F)C1CCCN1C(=O)Nc1ccc(F)cc1 (configuration not stated)
    11	-1	5	-6	0	-14	0.8	0	6
> O=C(CN1CCN(S(=O)(=O)c2ccc(C(F)(F)F)cc2)CC1)N1CCNC1=O
    1	x	-7	0	x	-9	x	0	x
> CCO[C@@H]1OC(C(=O)NCc2ccccc2)=C[C@H](c2cn(C(C)=O)c3ccccc23)[C@H]1CCCO
    8	-1	5	1	-2	10	-2.4	-2	-5
> COc1cc2ccccc2cc1C(=O)NCc1ccncc1
    -4	0	4	-5	3	-3	1.2	-2	9
> Cc1ccc(CCNC(=O)CCS(=O)(=O)c2ccc3c(c2)oc(=O)n3C)cc1
    -2	-2	1	3	0	-3	1.8	-3	10
> COc1ccc(NC(=S)NCCc2c[nH]c3ccc(OC)cc23)c(OC)c1
    -4	0	2	-4	0	3	-0.3	-1	-3
> Cc1ccc(-c2nc(N/N=C/c3ccncc3)c3ccccc3n2)cc1
    0	2	10	15	-5	8	-3.6	0	-11
> CCN(CC(=O)Nc1ccc2c(c1)OCCO2)C(=O)C(C)Oc1ccc(Cl)cc1 (configuration not stated)
    0	1	4	-3	0	6	-0.5	1	-5
> C#Cc1ccc([C@@H]2C=C(C(=O)OCC=C)O[C@H](OCCCCO)C2)cc1
    -9	4	-2	1	-4	-2	2.5	-8	-1
> Cc1ccc(OCCCc2c(C)n[nH]c2C)cc1
    -1	0	1	12	3	2	0.1	-1	1
> Cn1cc(Br)cc2nc(C(F)(F)F)nc1-2
    6	1	7	5	3	2	0.3	0	0
> CCc1ccc(C(=O)Nc2ccc(OC)c(S(=O)(=O)N3CCCCC3)c2)cc1
    2	x	-11	-11	x	-16	x	-12	x
> O=C(Nc1c(Cl)cccc1Cl)C1CCN(C(=O)c2cccs2)CC1
    3	0	-3	3	-2	-4	-2.6	-1	-2
> CCOc1ccccc1N1CCN(C(=O)c2ccncc2)CC1
    2	0	6	2	2	6	0.5	-2	9

16 of these compounds in another layout:
| molecule | GLD-1 TGE inh | TPT1 inhibitor | BCLXL inh | PME-1 primary | Fam108B counter | MCL1 BIM primary | MEX-5 binding | PAD4 FP inh | GSTO1 inh |
| --- | --- | --- | --- | --- | --- | --- | --- | --- | --- |
| O=C(c1ccc(CS(=O)(=O)c2cccc(C(F)(F)F)c2)o1)N1CCN(c2ccccn2)CC1 | 1 | -1 | 4 | 0 | 1 | 3 | -0.2 | -1 | 5 |
| CCn1c(CNc2ccc(F)cc2)nnc1SCC(=O)Nc1ccccc1OC | 1 | -3 | -4 | 2 | 1 | -7 | 1.2 | 0 | 3 |
| O=C(NCc1ccccc1F)C1CCCN1C(=O)Nc1ccc(F)cc1 (configuration not stated) | 11 | -1 | 5 | -6 | 0 | -14 | 0.8 | 0 | 6 |
| O=C(CN1CCN(S(=O)(=O)c2ccc(C(F)(F)F)cc2)CC1)N1CCNC1=O | 1 | x | -7 | 0 | x | -9 | x | 0 | x |
| CCO[C@@H]1OC(C(=O)NCc2ccccc2)=C[C@H](c2cn(C(C)=O)c3ccccc23)[C@H]1CCCO | 8 | -1 | 5 | 1 | -2 | 10 | -2.4 | -2 | -5 |
| COc1cc2ccccc2cc1C(=O)NCc1ccncc1 | -4 | 0 | 4 | -5 | 3 | -3 | 1.2 | -2 | 9 |
| Cc1ccc(CCNC(=O)CCS(=O)(=O)c2ccc3c(c2)oc(=O)n3C)cc1 | -2 | -2 | 1 | 3 | 0 | -3 | 1.8 | -3 | 10 |
| COc1ccc(NC(=S)NCCc2c[nH]c3ccc(OC)cc23)c(OC)c1 | -4 | 0 | 2 | -4 | 0 | 3 | -0.3 | -1 | -3 |
| Cc1ccc(-c2nc(N/N=C/c3ccncc3)c3ccccc3n2)cc1 | 0 | 2 | 10 | 15 | -5 | 8 | -3.6 | 0 | -11 |
| CCN(CC(=O)Nc1ccc2c(c1)OCCO2)C(=O)C(C)Oc1ccc(Cl)cc1 (configuration not stated) | 0 | 1 | 4 | -3 | 0 | 6 | -0.5 | 1 | -5 |
| C#Cc1ccc([C@@H]2C=C(C(=O)OCC=C)O[C@H](OCCCCO)C2)cc1 | -9 | 4 | -2 | 1 | -4 | -2 | 2.5 | -8 | -1 |
| Cc1ccc(OCCCc2c(C)n[nH]c2C)cc1 | -1 | 0 | 1 | 12 | 3 | 2 | 0.1 | -1 | 1 |
| Cn1cc(Br)cc2nc(C(F)(F)F)nc1-2 | 6 | 1 | 7 | 5 | 3 | 2 | 0.3 | 0 | 0 |
| CCc1ccc(C(=O)Nc2ccc(OC)c(S(=O)(=O)N3CCCCC3)c2)cc1 | 2 | x | -11 | -11 | x | -16 | x | -12 | x |
| O=C(Nc1c(Cl)cccc1Cl)C1CCN(C(=O)c2cccs2)CC1 | 3 | 0 | -3 | 3 | -2 | -4 | -2.6 | -1 | -2 |
| CCOc1ccccc1N1CCN(C(=O)c2ccncc2)CC1 | 2 | 0 | 6 | 2 | 2 | 6 | 0.5 | -2 | 9 |

Further records.
Each structure is followed by: GLD-1 TGE inh	TPT1 inhibitor	BCLXL inh	PME-1 primary	Fam108B counter	MCL1 BIM primary	MEX-5 binding	PAD4 FP inh	GSTO1 inh
> O=C(c1ccco1)N1CCC(c2nc3c(nnn3Cc3ccc(F)cc3)c(=O)[nH]2)CC1
    -6	3	-2	-3	-1	-8	0.2	1	3
> Cc1nn(C)c(C(=O)NC(=S)Nc2ccccc2Br)c1Cl
    5	0	2	2	-9	8	-2.9	-3	-2
> O=C(Nc1nccs1)c1ccccn1
    -3	0	-3	0	1	0	1.0	0	5
> Cn1c(SCC(=O)Nc2ccccc2F)nnc1-c1ccc(S(=O)(=O)N2CCOCC2)cc1
    7	-3	6	5	5	8	0.8	2	5
> COc1ccc(-n2c(=O)c3ccccc3n(CC(=O)NC3CCCCC3)c2=O)cc1OC
    0	3	2	-1	1	3	0.3	5	-1
> COc1ccccc1CNC(=O)C1CCC(=O)N(CCCc2ccccc2)C1 (configuration not stated)
    -1	-4	3	4	3	-3	0.6	3	-1
> Cc1cc(C)cc(NC(=S)N(CCCN2CCN(C)CC2)Cc2cccs2)c1
    -8	0	7	-1	-1	3	-0.8	2	8
> CC(=O)c1cc(C#N)c(SCc2ccccn2)nc1C
    4	-2	8	3	2	-1	-3.2	0	7
> Cc1ccsc1C(=O)N1CCCC(CO)(Cc2ccccc2F)C1 (configuration not stated)
    -5	-1	3	4	-2	5	-1.5	0	4
> CCOC(=O)CNC(=O)C(Cc1ccccc1)NC(=O)OCc1ccccc1 (configuration not stated)
    8	-1	2	-4	2	3	1.6	-4	6
> COc1ccc(C(C(=O)OCCN(C)C)c2ccccc2)cc1 (configuration not stated)
    -6	-6	8	1	14	6	2.9	2	15
> O=C1CCCN1c1ccc(C(=O)N(Cc2nnc(-c3ccccc3Cl)o2)C2CC2)cc1
    1	1	-10	5	1	-13	5.2	1	-5
> COc1ccc(NC(=O)C2CC3CCC2C3)c(OC)c1 (configuration not stated)
    2	-4	5	0	3	7	1.0	-1	8
> Cc1nnc(NC(=O)CCNC(=O)c2ccccc2Cl)s1
    4	1	4	3	-1	6	-0.3	-5	8
> Cc1cccnc1N(C(=O)Nc1ccccc1)C1=NCC(C)(C)S1
    6	0	8	0	-1	3	0.2	0	1
> COc1cc(C(=O)NCC2(N3CCCCC3)CCCCC2)ccc1OCC(=O)N1CCOCC1
    -4	1	-1	7	-2	-6	-0.1	2	1
> O=C(Oc1ccc(OC(=O)N2CCOCC2)cc1)c1ccccc1
    3	-7	6	-3	-4	4	1.6	0	3
> COc1cc2ccccc2cc1C(=O)Nc1nccs1
    27	-5	17	-39	-6	15	0.4	0	-8
> CC1=C(C(=O)OCc2ccccc2)C(c2ccoc2)C(C#N)=C(N)O1 (configuration not stated)
    10	-4	12	-1	-1	9	-1.8	-1	4
> CCC1(CC)Cc2ccccc2-c2nc3ccccc3c(=O)n21
    -5	-4	6	2	-3	9	0.9	-2	-2
> O=C(NC(=S)N1CCN(C(c2ccccc2)c2ccccc2)CC1)c1ccc(S(=O)(=O)N2CCOCC2)cc1
    -6	2	-2	2	-1	-1	-0.6	-5	0
> Cc1cc(C)nc(SCc2nnc(SCC(=O)N3CCOCC3)o2)n1
    5	-8	2	-6	4	5	0.1	2	0
> CCOC(=O)NCc1ccc(S(=O)(=O)Nc2c(C)cccc2C)cc1
    4	1	6	6	-6	9	0.9	-3	1
> CCOC(=O)c1c(NC(=O)COC(=O)CCS(=O)(=O)c2ccc(C)cc2)sc(C)c1C
    -7	-3	1	2	2	0	0.5	10	29
> COc1cc(-c2[nH]ncc2CN(C)Cc2nonc2C)cc(OC)c1OC
    5	0	3	-3	2	-1	3.5	-4	8
> Cc1ccc(C(=O)Oc2ccc3ccc(=O)oc3c2)cc1
    3	-6	3	2	2	5	-0.3	0	6
